Assay outcomes as filed in PubChem.
Pf Dd2 growth – Plasmodium falciparum Dd2 growth inhibition; P. falciparum Dd2 growth, SYBR Green, 72 h; Potency, µM (titrated, usually from 28.9 µM), without a hit: top-dose activity, negative = inhibition, hits mostly inhibitors; 4.3% of 120,000 active; AID 1347417; active = well fitted inhibition curve with a large enough effect; inconclusive = small, poorly fitted or top-dose-only effect; inactive = no such curve, though single readings can be large or run the other way;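 note: plate controls were DMSO vehicle for no effect and reference drug for full effect; nearly all actives have a fitted effect of over 65% in size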
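Readout: SYBR Green fluorescence, 485 nm excitation, 535 nm emission, after ~16 h lysis at 37C. Before that, Dd2-infected red cells (2.5% hematocrit) grew 72 h with compound, 29 uM top final concentration.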
Starred values were filed as active, the others as inactive; i = inactive; ? = inconclusive; [ ] = remark or other dose. Potency is the fitted concentration of half-maximal effect. Some of the compounds tested; the hit share may differ from the screen's.

SMILES	Pf Dd2 growth
CCCN(CCC)C(=O)C1COC2(CCN(C(=O)C(C)C)CC2)N1C(=O)c1ccccc1 (stereo not given)	i
CCOc1ccccc1NC(=O)CN1c2ccccc2S(=O)(=O)c2ccccc21	4%
O=C1NC(=O)C(c2ccc(-c3ccc4nc[nH]c(=O)c4c3)cc2)N1 (stereo not given)	?
CC1CCC(NC(=O)C2CCN(C(=O)c3ncn4c3COC(c3ccccc3)C4)CC2)CC1 (stereo not given)	-20%
CCOc1ccccc1N1CCN(C(=O)c2ccc3c(c2)N(C)C2CCCCN2C3=O)CC1 (stereo not given)	5µM*
Cc1c(F)cccc1NC(=O)N1CCC(Oc2ncccc2C(=O)N2CCCCC2)C1 (stereo not given)	?
Cc1ccccc1-c1nc(CNC(=O)Nc2ccccc2)c(C)o1	18%
CCOc1ccc(C(=O)N2CC(C(=O)NCCc3ccncc3)C3(CCOCC3)C2)cc1 (stereo not given)	-2%
CCCCn1cc(S(=O)(=O)c2ccc(OCC)cc2)c(=O)c2cc(OC)c(OC)cc21	?
CCN(CC)Cc1cnc2c(C(=O)NC3CCNCC3)cnn2c1	8%
O=C(NCc1cccnc1)[C@@H]1C[C@@H](O)CN1C1CCN(C(=O)c2cc3ccccc3[nH]2)CC1	i
Cc1cc(=O)n(CC(=O)Nc2ccc(C)c(C)c2)c(N2CCc3ccccc3C2)n1	i
COc1cccc(CNC(=O)Cn2c(=O)cc(C)c3c(C)nn(C)c32)c1OC	48%[activator]
CC(C)=CCn1c(-c2ccc(F)cc2)cn2cc(C(=O)N(C)CC(C)O)nc2c1=O (stereo not given)	?
O=C1c2cnc(-c3cc4ccccc4o3)nc2OCCN1c1ccccc1	?
Cc1cccc(CS(=O)(=O)Cc2ccc(C(=O)NCc3ccccc3)o2)c1	5%
OC[C@@H]1CNC[C@H]1c1nc(-c2cccnc2)no1	16%
COc1ccc(-c2nnc3n2CCN(C(=O)Cc2ccccn2)C3)cc1	?
O=C(C[C@@H]1O[C@H](CNC(=O)Nc2cccc(F)c2)[C@@H](O)[C@H]1O)Nc1ccccc1	17%[44.1 µM]
Cc1ccc2[nH]c3c(=O)n(CC(=O)N(C)c4cc(Cl)ccc4C)ncc3c2c1	-3%
CCOc1ccccc1CNC(=O)Cn1nc(C)c2nn(-c3ccc(Cl)cc3)c(C)c2c1=O	i
COc1ccc(CN2CC3(CCN(S(=O)(=O)c4c(C)nn(C)c4C)CC3)C2=O)cc1	i
Cc1ccc(-c2noc(-c3cc(-c4ccc(F)cc4)n[nH]3)n2)cc1	20%[5.79 µM]
CN(C)C[C@@H]1CN(Cc2ccccn2)C[C@H]1NC(=O)c1ccc2cc[nH]c2c1	i
CC(C(=O)NCc1nc2ccccc2n1C)C1CCOCC1 (stereo not given)	25%
O=C(NCCc1ccccc1)c1ccc(Cn2c(SCc3ccccc3F)nc3cccnc32)cc1	?
O=C(CCn1ccn2nc3c(c2c1=O)CCCC3)NCc1ccco1	-4%
Fc1cccc(-c2cc3c(cn2)CN(Cc2ccncc2)CCN3)c1	i
CC(C)CC(=O)n1nc(-c2cccnc2)nc1NCc1ccc(F)cc1	-12%
Cc1ccc(NC(=O)Nc2nnc(N3CCCC3)s2)c(C)c1	52%[activator]
O=C(c1ccc(F)cc1)N1C[C@@H]2OCC(=O)N(Cc3ccccn3)[C@@H]2C1	20%[44.1 µM]
Cc1ccc2c(CC(=O)Nc3ccc(S(=O)(=O)N4CCCCC4C)cc3)coc2c1C (stereo not given)	?
COC(=O)c1scc(-c2ccc(C)cc2)c1S(=O)(=O)Nc1ccc(OC(F)(F)F)cc1	24%
Cc1cccc(C)c1OCC(=O)N(Cc1ccco1)Cc1ccco1	14%
CS(=O)(=O)N[C@@H]1C[C@H](Cn2cc(-c3cccnc3)nn2)[C@@H](O)[C@H]1O	-14%[44.1 µM]
CCC(Cc1ccccc1)NC(=O)c1csc2c1CCCCC2 (stereo not given)	i
CC(C)NC(=O)NC[C@H]1C[C@@H]2CCN1C[C@@H]2CN1CCN(c2ncccn2)CC1	-15%[44.1 µM]
COc1ccccc1C(=O)N1CC(Oc2ccc(F)c(F)c2)C1	-5%
CN(C)S(=O)(=O)N1CCCC1C(=O)Nc1ccc(-c2cccc(F)c2)cc1 (stereo not given)	-6%
CCn1cc(C(=O)NCc2ccc(C)cc2)c(=O)c2cc(S(=O)(=O)N3CCC(C)CC3)ccc21	2%

Gathered by group: those above with an NH in an aromatic ring
SMILES	Pf Dd2 growth
O=C1NC(=O)C(c2ccc(-c3ccc4nc[nH]c(=O)c4c3)cc2)N1 (stereo not given)	?
O=C(NCc1cccnc1)[C@@H]1C[C@@H](O)CN1C1CCN(C(=O)c2cc3ccccc3[nH]2)CC1	i
Cc1ccc2[nH]c3c(=O)n(CC(=O)N(C)c4cc(Cl)ccc4C)ncc3c2c1	-3%
Cc1ccc(-c2noc(-c3cc(-c4ccc(F)cc4)n[nH]3)n2)cc1	20%[5.79 µM]
CN(C)C[C@@H]1CN(Cc2ccccn2)C[C@H]1NC(=O)c1ccc2cc[nH]c2c1	i

New compounds follow:
SMILES	Pf Dd2 growth
OCc1cccc(-c2cc3c(cn2)CN(Cc2ccccc2)CCN3)c1	?
CCCCN1C(=O)[C@@H]2C[C@@H](O)CN2C2(CN(CC3CC3)C2)C1=O	-18%[44.1 µM]
CCOc1ccc(Nc2nc3cc(Cl)c(Cl)cc3nc2-n2nc(C)cc2C)cc1	4%
CC(C)(C)C(=O)Nc1ccc([C@H]2OCC(=O)N(Cc3ccccc3)[C@@H]2CO)cc1	-5%[44.1 µM]
COCCc1nncn1C1CCN(S(=O)(=O)c2cccc(F)c2)CC1	-4%
c1ccc(-c2nnc3n2CCN(Cc2cscn2)C3)cc1	-9%[44.1 µM]
Cc1ccccc1OCc1nc(C2CN(C(=O)c3ccc4nc[nH]c4c3)C2)no1	?
Cn1cnc(C(=O)N2CCCN(S(=O)(=O)c3ccccc3)CCC(=O)NCC2)c1	-6%
Cc1nc2ccccn2c(=O)c1NC(=O)c1ccc(F)c(F)c1	29%
COc1ccccc1CNC(=O)c1cc2c(s1)CCN(C(=O)c1ccccc1)C2	i
Cc1ccc(NC(=O)/C(C#N)=C/c2ccc(C(C)C)cc2)cc1C	39%[activator]
CN1CCN([C@@H]2[C@H](O)[C@H](CO)O[C@@H]2CNS(=O)(=O)c2ccccc2)CC1	-2%
CCOCCCNC(=O)C1CCc2ncc(-c3ccsc3)n2C1 (stereo not given)	?
CCOc1ccccc1C1NC(=O)N(CC(=O)Nc2ccc(OC)cc2)C2=C1C(=O)OC2 (stereo not given)	?
CCOC(=O)c1ccc2c(c1)N(Cc1cccc(C(F)(F)F)c1)C(=O)c1ccccc1S2(=O)=O	?
CC(C)NC[C@H]1Cn2c(-c3cccc(Cl)c3)cnc2CO1	?
CC1=C[C@@H](CNC(=O)c2ccc(F)cc2)[C@H](C(C)C)C[C@H]1CC(=O)N1CCN(C)CC1	-13%[44.1 µM]
Cc1nn(CC(=O)NCC(C)c2ccccc2)c(=O)c2cc3ccccc3n12 (stereo not given)	244%[activator][5.79 µM]
CN(C)C(=O)C1CCc2nnc(C3CCN([S+](=O)([O-])c4ccccc4)CC3)n21 (stereo not given)	20%
COc1ccc(NC(=O)c2c(C)oc3ccc(O)c(CN4CCN(Cc5ccccc5)CC4)c23)cc1	1.3µM*

As a short view, 5 of the compounds above.
SMILES	Pf Dd2 growth
CC(C)NC[C@H]1Cn2c(-c3cccc(Cl)c3)cnc2CO1	?
CC1=C[C@@H](CNC(=O)c2ccc(F)cc2)[C@H](C(C)C)C[C@H]1CC(=O)N1CCN(C)CC1	-13%[44.1 µM]
Cc1nn(CC(=O)NCC(C)c2ccccc2)c(=O)c2cc3ccccc3n12 (stereo not given)	244%[activator][5.79 µM]
CN(C)C(=O)C1CCc2nnc(C3CCN([S+](=O)([O-])c4ccccc4)CC3)n21 (stereo not given)	20%
COc1ccc(NC(=O)c2c(C)oc3ccc(O)c(CN4CCN(Cc5ccccc5)CC4)c23)cc1	1.3µM*

(next part)
SMILES	Pf Dd2 growth
CSCC(=O)Nc1ccc2n(c1=O)C[C@H]1C[C@@H]2CN(C(=O)c2ccc(-c3ccccc3)cc2)C1	i
F[C@@H]1CN(Cc2cccnc2)C[C@@H]1OCc1nc2ccc(C(F)(F)F)cc2[nH]1	?
CC(C)CC(=O)N1CCc2ccc(S(=O)(=O)N(C)Cc3nccs3)cc2C1	-12%
COc1ccccc1NC(=O)C1=C(C)Nc2nc3ccccc3n2C1c1cccc(OC)c1OC (stereo not given)	i
CCCc1nnc(C[C@@H]2C[C@@H](C(C)C)[C@H](CN3CCN(c4ncccn4)CC3)C=C2C)o1	?
CCc1ccc(C2=C(C)C(N3CCC(C(=O)NCCc4ccco4)CC3)=NS2(=O)=O)cc1	-22%
COC(=O)c1ccc(CN2C(=O)[C@@H]3C[C@@H](O)CN3C3(CN(Cc4ccccc4)C3)C2=O)cc1	i
CS(=O)(=O)N1CCC(C2CCN(C(=O)C3CCOCC3)C2)CC1 (stereo not given)	23%
COc1cc(OC)c(NC(=O)c2cc3c(s2)-c2ccc(Cl)cc2SC3)cc1Cl	24%
Cc1cc(C)n(CCC(=O)N2C[C@@H](CO)[C@H](c3ccccn3)C2)n1	-2%
COCc1ccc2c(c1)c(OC(C)(C)C(=O)N1CC(O)C1)nn2Cc1cccnc1	10%[44.1 µM]
O=C(N[C@@H]1CN(Cc2ccccc2F)C[C@H]1CO)c1ccccc1	?
CC1=NS(=O)(=O)N(C)C=C1C(=O)OCc1nc(C2CCCCC2)no1	71%[activator]
COc1ccc(NC(=O)c2oc3ccc(S(=O)(=O)N(C)C4CCCCC4)cc3c2C)cc1	?
COCc1cc(=O)n(CC(=O)Nc2ccc(F)cc2)c(N2CCOCC2)n1	25%
Cc1cccc(N2CCN(S(=O)(=O)c3ccc(-c4cc(C(F)(F)F)on4)s3)CC2)c1C	i
CC(=O)NCCC(=O)N1Cc2ccccc2CC2(CCN(CC3CCNCC3)CC2)C1	-12%
CN(C)c1ccc(Nc2ncncc2-c2nc(-c3ccccc3)no2)cc1	?
CN(Cc1ccccc1)Cc1cn([C@H]2CO[C@H]3[C@@H]2OC[C@@H]3NS(=O)(=O)c2cccs2)nn1	-12%
CCCS(=O)(=O)N1CCc2n[nH]c(=O)n2CC1	-8%
CCN(CC)c1cc(CCC(=O)O)ccn1	53%[activator]
COc1cccc(NC(=O)CSc2nc(-c3ccccc3Cl)nc3c2Cc2c(CO)cnc(C)c2O3)c1	?
Cn1c(/C(C#N)=C/c2ccccc2Br)nc2ccccc21	i[5.79 µM]
COCCn1c(C)cc(O)c(C(c2ccc(Cl)cc2)N2CCN(c3ccccc3)CC2)c1=O (stereo not given)	i
CN(C)C[C@@H]1CN(c2ncccn2)C[C@H]1NS(=O)(=O)c1cccs1	?
Cc1ccc(F)c(C(CC(=O)NCc2ccco2)c2c[nH]c3ccc([N+](=O)[O-])cc23)c1 (stereo not given)	?
Cc1ccc(C(=O)N2CCC(n3cc(-c4nc(C5CC5)no4)nn3)C2)cc1C (stereo not given)	-25%
COc1ccc(C(=O)NCC(=O)N2CCCCCCNC(=O)CC2c2ccccc2)c(OC)c1 (stereo not given)	?
CCS(=O)(=O)N1CCc2cc(C(=O)N3CCN(c4ccc(OC)cc4)CC3)ccc21	12%
CCC1Oc2ccccc2N(CC(=O)NCc2cc(OC)ccc2OC)C1=O (stereo not given)	23%
CO[C@H]1[C@H](NC(=O)c2cn3ccsc3n2)c2ccccc2C12CCNCC2	?
COc1cc(SC)ccc1C(=O)N[C@H]1CCN2C(=O)[C@@H](CC(=O)O)NC(=O)[C@@H]2C1	i
CN1CCC(NC(=O)C(C)(C)Oc2nn(Cc3cccc(Cl)c3)c3ccccc23)CC1	?
CCO[C@H]1CN(C2CCN(c3ccc(C)c(Cl)c3)CC2)C[C@@H]1O	?
COC[C@@H]1CN(C(=O)c2ccc(C(C)(C)C)cc2)C[C@H]1c1nc(C)no1	-17%
Cc1cccc(N2CCN(C(=O)c3cccc(-n4c(C)nc5cccnc54)c3)CC2C)c1 (stereo not given)	4%
COc1cccc(C(=O)N(Cc2ccco2)c2ccccn2)c1	13%
COc1ccc(C(=O)N2CCN3C(=O)N(Cc4ccccc4)C(=O)[C@H]3C2)cc1	-13%[44.1 µM]
CC(C)Oc1ccc(-c2noc(-c3ncn4c3COC(c3ccc(F)cc3)C4)n2)cc1 (stereo not given)	?
Cc1ccc(C)c(-c2ccc(=O)n(Cc3ccc(F)cc3Cl)n2)c1	-18%
COc1cc(C(=O)NCc2c(C)noc2C)ccc1OC1CCN(C(C)=O)CC1	-8%
CN(C)C(=O)c1n[nH]c2c1CN(C(=O)c1cccc(C(F)(F)F)c1)CC2	-22%
CCOc1ccc(OCC)c(NS(=O)(=O)c2ccc3c(c2)CCN3C(=O)C2CCC2)c1	-14%
CC(C)Cn1c(CN(C)CCC2CCCCO2)cnc1S(=O)(=O)Cc1ccccc1 (stereo not given)	?
CC(C)=CCC1(CO)CCCN(c2ncccc2C(=O)N2CCCC2)C1 (stereo not given)	-8%
CN(C)c1ccc(C(=O)N2CCC[C@H]2c2nc(-c3ccccc3)no2)cc1	0%
N#Cc1ccccc1S(=O)(=O)N[C@H]1CO[C@H]2[C@@H]1OC[C@@H]2n1nnnc1Oc1cccc(N2CCOCC2)c1	?
Cc1ccc(C(=O)N2CCc3sc(C(=O)NCc4cc(F)cc(F)c4)cc3C2)cc1	8.9µM*
CC1=C(C(=O)Nc2ccccc2)C(c2ccc(F)cc2)n2nc(SCc3cc(C)ccc3C)nc2N1 (stereo not given)	115%[activator]
COCCN1C(=O)c2cccn2CC1CNC(=O)c1cccc(F)c1 (stereo not given)	-41%
COC(=O)CCNC(=O)C1CN(S(=O)(=O)c2cccnc2)CC12CCCCC2 (stereo not given)	-10%
COc1ccc(CNC(=O)c2ccc3nc(-c4ccc(F)cc4)c(-c4ccc(F)cc4)nc3c2)cc1	?
O=C(NC1C[C@H]2CC[C@@H](C1)N2C(=O)CC1CCCC1)c1ccc(F)cc1 (stereo not given in full)	-19%
